# AmpC det inh: inhibitors of E. coli AmpC beta-lactamase with detergent | P00811 | purified AmpC, nitrocefin hydrolysis with detergent | Potency, µM (titrated, usually from 28.7 µM), without a hit: at the top dose activity change, negative = inhibition | 71,000 tested, 0.09% active | AID 584; active means well fitted curve in the direction sought with a large enough effect
# Target sequence (P00811 whole entry, looked up): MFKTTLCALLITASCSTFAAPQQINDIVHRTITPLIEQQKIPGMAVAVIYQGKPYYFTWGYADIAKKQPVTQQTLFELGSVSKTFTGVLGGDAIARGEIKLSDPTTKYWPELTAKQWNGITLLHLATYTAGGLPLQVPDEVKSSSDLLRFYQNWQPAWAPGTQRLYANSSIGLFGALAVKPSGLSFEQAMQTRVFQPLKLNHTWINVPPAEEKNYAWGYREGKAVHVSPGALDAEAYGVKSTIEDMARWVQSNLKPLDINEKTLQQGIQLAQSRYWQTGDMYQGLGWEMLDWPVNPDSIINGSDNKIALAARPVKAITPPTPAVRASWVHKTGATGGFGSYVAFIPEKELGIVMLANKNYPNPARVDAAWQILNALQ
#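 E. coli AmpC (5.3 nM) in 20 mM phosphate pH 7.0 with 0.01% Triton X-100, preincubated 15 min RT with compound; nitrocefin (2 uL of 800 uM stock) hydrolysis followed by 480 nm absorbance every 20 s over 4 min.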
# * hit, by the source's call; [ ] = remark or other dose. On the % scale 0 is the no-effect control and ±100 the full control effect; potency means the concentration at half of the fitted maximal effect.
SMILES,AmpC det inh
CC(C)=CC(=O)OCC(=O)Nc1nc(C)c(Cl)cc1Cl,1%
CC1CCN(C(=O)CSc2nc3ccccc3[nH]2)CC1,1%
CN(C(=O)COc1cc(=O)n(C)c2ccccc12)c1ccc(Cl)cc1,6%
Cc1ccc(-c2nnc(N(C)C(=O)c3ccncc3)s2)cn1,-3%
Cc1cc(C(=O)CSc2nc3ccccc3n2CCC#N)c(C)n1Cc1cccs1,-1%
Cc1ccnc(N2CCCC(C(=O)Nc3nnc(C)s3)C2)n1 (centres undefined),4%
C[C@@H]1NCCc2cc(O)c(O)cc21,-1%[12.8 µM]
COc1cc2c(cc1OC)CN(C(=O)c1cc(S(=O)(=O)N3CCOCC3)ccc1Cl)CC2,-5%
CC(C)CC(=O)C[C@H](O)C(Cl)(Cl)Cl,-3%[5.75 µM]
COc1ccc(S(=O)(=O)N(CC(N)=O)C2CCCCC2)cc1Cl,-2%
Cn1c(=O)[nH]c(=O)c2c1nc(CN1CCOCC1)n2Cc1ccc(F)cc1,7%
CC(=O)c1c(N2CCCCC2)nc(=S)n(Cc2ccccc2)c1C,9%
COc1ccc(OC)c(C(=O)c2coc3ccc(OC)cc23)c1,12%
CCCN1C2CCCC1CC(NC(=O)NC1CCCCC1)C2 (centres undefined),-2%
CCC(=O)N1CCc2cc(S(=O)(=O)NC(CC(C)C)C(=O)N3CCc4ccccc43)ccc21 (centres undefined),11%
N#Cc1cc2ccccc2nc1SCc1cccnc1,-2%
O=C(O)c1cc(NC(=O)C2CCCO2)cc(NC(=O)C2CCCO2)c1 (centres undefined),11%
CCOC(=O)Cc1csc(NC(=O)c2c(-c3ccccc3)noc2C)n1,-3%
O=S(=O)(NC1CC2CCC1C2)c1ccc2c(c1)OCCO2 (centres undefined),-3%
CS(=O)(=O)N1CCN(C(=O)Cc2ccccc2)CC1,1%
CCCSc1nnc(Cn2c(=O)sc3ccccc32)n1C,12%
O=C(CNS(=O)(=O)c1ccc(Br)s1)N1CCCC1,6%
Cc1ccc2c(c1)sc1ncc(NC(=O)c3ccccc3)c(=O)n12,-2%
Cc1nnc(Nc2ccccn2)c2ccccc12,-1%
O=C(NC1CCCCC1)n1c(=O)oc2cc(S(=O)(=O)N3CCCCC3)ccc21,13%
CC(C)(C)NC[C@H](O)c1ccccc1Cl,-2%
O=C(CC(NS(=O)(=O)c1ccc(Cl)cc1)c1ccco1)NC1CCCC1 (centres undefined),-2%
CN(C(=O)C12CC3CC(CC(C3)C1)C2)C1CCS(=O)(=O)C1 (centres undefined),5%
COc1ccc2cc(CN(CC3COCCO3)S(=O)(=O)c3ccccc3)c(=O)[nH]c2c1 (centres undefined),1%
O=S(=O)(CCCc1ccccc1)c1ncn[nH]1,-1%
CCC1=C/C(=C\c2ccc3c(c2)OCO3)C(=O)S1,-11%
CC1(C)Cc2ccccc2-c2nnc(SCc3ccc(C#N)cc3)n21,-4%
Cc1ccc2nsnc2c1N(S(C)(=O)=O)S(C)(=O)=O,-7%
CC(C)(C)n1ncc2c(=O)n(CC(=O)Nc3ccc4c(c3)OCCO4)cnc21,12%
O=C(Nc1cccc(C(F)(F)F)c1)C1CCCN(c2ncccn2)C1 (centres undefined),-3%
CCC(C)NC(=O)c1cn(C)c(=O)c2cc(OC)c(OC)cc12 (centres undefined),-4%
Cc1nc2ccccc2c2oc(C(=O)NCCCN3CCCC3=O)cc12,4%
Cc1cc2ccccc2c(=O)n1CC(=O)Nc1ccc2c(c1)OCCO2,-2%
Cc1nc(=O)c(-c2ccccc2)c(C)n1-c1ccc(C(=O)O)cc1,-8%
COc1ccccc1CCNC(=O)c1cnn2c(C(F)F)cc(C)nc12,3%
COc1cccc(C(=O)N(c2ccc(OC)cc2OC)C2C=CS(=O)(=O)C2)c1 (centres undefined),-3%
COC(=O)c1ccccc1NC(=O)c1ccccc1NS(C)(=O)=O,-5%
CCCCOC(=O)c1ccc(NC(=O)c2ocnc2C)cc1,-4%
CCN(CC)S(=O)(=O)c1ccc2c(c1)c(=O)c(C(=O)NCCCN(C)c1ccccc1)cn2C,12%
Cc1c(C(=O)Nc2ccc(F)cc2)oc2ccc(S(=O)(=O)N3CCC4(CC3)OCCO4)cc12,2%
Cc1ccc(-n2c(SCC(=O)NCc3cccs3)nnc2-c2ccoc2C)cc1,-4%
COCCNC(=O)CN(c1cccc(OC)c1)S(=O)(=O)c1ccc(C)cc1,9%
COC(=O)Cn1cnc2c(nnn2Cc2ccc(Cl)cc2)c1=O,-3%
O=C(CN(Cc1ccco1)S(=O)(=O)c1cccs1)Nc1ccccc1C(F)(F)F,-3%
CCSc1ccccc1C(=O)NCc1ccc(S(N)(=O)=O)cc1,-5%
O=c1[nH]c2cc3c(cc2cc1C(c1nnnn1CC1CCCO1)N1CCCCCC1)OCO3 (centres undefined),-5%
O=C(O)CCCC(=O)Nc1ccccc1C(=O)O,-1%
C=CCn1c(SCC(=O)Nc2ccc3c(c2)OCCO3)nnc1-c1ccccn1,13%
COc1ccc(C2=NCC(CSc3nnnn3C)S2)cc1 (centres undefined),17%
CCCCN1c2cc(C)c(O)cc2C(C(=O)OCC)C1C (centres undefined),1%
Cc1cc(C(=O)Nc2ccccc2C(F)(F)F)no1,0%
CCOC(=O)C1=C(C)Nc2nc(SCc3cccnc3)nn2C1c1ccc(OC)cc1 (centres undefined),11%
COc1ccccc1NC(=O)C1CCCCN1S(=O)(=O)c1ccc(F)cc1 (centres undefined),8%
O=C(CCc1nc(-c2ccccc2F)no1)Nc1ccc(Oc2ccccc2)cc1,-3%
CC(CCc1ccccc1)NC(=O)CN1CCOc2ccccc21 (centres undefined),5%

# Another view of some results above:
SMILES	AmpC det inh
CC(C)=CC(=O)OCC(=O)Nc1nc(C)c(Cl)cc1Cl	1%
CC1CCN(C(=O)CSc2nc3ccccc3[nH]2)CC1	1%
CN(C(=O)COc1cc(=O)n(C)c2ccccc12)c1ccc(Cl)cc1	6%
Cc1ccc(-c2nnc(N(C)C(=O)c3ccncc3)s2)cn1	-3%
Cc1cc(C(=O)CSc2nc3ccccc3n2CCC#N)c(C)n1Cc1cccs1	-1%
Cc1ccnc(N2CCCC(C(=O)Nc3nnc(C)s3)C2)n1 (centres undefined)	4%
C[C@@H]1NCCc2cc(O)c(O)cc21	-1%[12.8 µM]
COc1cc2c(cc1OC)CN(C(=O)c1cc(S(=O)(=O)N3CCOCC3)ccc1Cl)CC2	-5%
CC(C)CC(=O)C[C@H](O)C(Cl)(Cl)Cl	-3%[5.75 µM]
COc1ccc(S(=O)(=O)N(CC(N)=O)C2CCCCC2)cc1Cl	-2%
Cn1c(=O)[nH]c(=O)c2c1nc(CN1CCOCC1)n2Cc1ccc(F)cc1	7%
CC(=O)c1c(N2CCCCC2)nc(=S)n(Cc2ccccc2)c1C	9%
COc1ccc(OC)c(C(=O)c2coc3ccc(OC)cc23)c1	12%
CCCN1C2CCCC1CC(NC(=O)NC1CCCCC1)C2 (centres undefined)	-2%
CCC(=O)N1CCc2cc(S(=O)(=O)NC(CC(C)C)C(=O)N3CCc4ccccc43)ccc21 (centres undefined)	11%
N#Cc1cc2ccccc2nc1SCc1cccnc1	-2%
O=C(O)c1cc(NC(=O)C2CCCO2)cc(NC(=O)C2CCCO2)c1 (centres undefined)	11%
CCOC(=O)Cc1csc(NC(=O)c2c(-c3ccccc3)noc2C)n1	-3%
O=S(=O)(NC1CC2CCC1C2)c1ccc2c(c1)OCCO2 (centres undefined)	-3%
CS(=O)(=O)N1CCN(C(=O)Cc2ccccc2)CC1	1%

# Later entries:
SMILES,AmpC det inh
Cc1ccccc1-c1ccc2ncnc(N(C)C)c2c1,6%
C[C@@H](Cc1ccc(O)cc1)NC[C@@H](O)c1cc(O)cc(O)c1,-1%[12.8 µM]
COc1cc(OC)cc(-c2nnc(Nc3nc4c(F)cccc4s3)o2)c1,-3%
CCOC(=O)N1CCC(NC(=O)CCC(=O)N2CC(C)Oc3ccc(Cl)cc32)CC1 (centres undefined),-2%
CCCC1c2c(ccc3ccccc23)Oc2ccc3ccccc3c21,-3%[5.75 µM]
CC1CCCCN1c1nc(-c2ccncc2)nc2ccccc12 (centres undefined),-1%
Cn1c(COc2ccccc2)nnc1SCC(=O)Nc1ccc(N2CCOCC2)c(Cl)c1,0%
COc1cc2c(cc1OC)CN(Cc1cccs1)CC2,-1%
Nc1cc(S(=O)(=O)O)cc2ccc(S(=O)(=O)O)cc12,-3%[5.75 µM]
CC1(C)CC(NC(=O)CC2CCCCC2)CC(C)(C)N1,-2%
Cc1cc(N2CCN(C)CC2)nc2ccc(NC(=O)c3ccc(Br)o3)cc12,-4%
CCOCC(=O)Nc1c(C(=O)Nc2ccc(OC)cc2OC)oc2ccccc12,18%
O=C(O)CSc1nnc(Cc2ccccc2)n1Cc1ccccc1,7%
O=C(NCCCN1CCCC1=O)c1cccnc1,25%
CCc1cccc(CC)c1N(COC)C(=O)Cn1c(C(C)O)nc2ccccc21 (centres undefined),11%
COc1ccc(C(=O)Nc2ccc(Cl)c(Cl)c2)c(OC)n1,-3%
CC1Cc2ccccc2N1S(=O)(=O)c1cccc(C(=O)c2nccn2C)c1 (centres undefined),-2%
Cc1ccc(NC(=O)c2cc(S(=O)(=O)N3CCC4(CC3)OCCO4)ccc2F)cc1,2%
Cn1c(=O)cc(OCCCC(=O)Nc2cccnc2)c2ccccc21,-6%
Cc1cc(N2CCC(C(=O)Nc3ccc(F)cc3)CC2)nc(-c2ccccc2)n1,13%
COCCCNC(=O)c1ccccc1SC,-7%
Cc1ccc(N2CC(C(=O)N3CCc4ccccc4C3)CC2=O)cc1 (centres undefined),-5%
CCOC(=O)C1CCN(C(c2cccs2)c2sc3nc(C)nn3c2O)CC1 (centres undefined),9%
Cc1c(C#N)c2ncn(CCCN(C)C)c(=O)c2n1-c1ccccc1,0%
Cc1nnc(SCc2cccs2)[nH]c1=O,-4%
CCN1C(=O)c2cccc3c(S(=O)(=O)Nc4ncccc4C)ccc1c23,-1%
O=C(O)CC1Sc2ccccc2NC1=O (centres undefined),-1%
CCOC(=O)C1CCCN(Cc2ccc3c(c2)OCO3)C1 (centres undefined),-3%
CCSc1nnc(NC(=O)CSc2nnc(Cc3cccn3C)n2-c2ccc(C)cc2)s1,-3%
C=CCn1c(O)c(C(CC)=NCCN2CCOCC2)c(=O)[nH]c1=O,0%
O=c1nc(C(F)(F)F)nc2ccccn12,8%
COc1ccc(NC(=O)Cn2nnc(-c3ccccc3F)n2)cc1,-6%
COC(=O)C1=C(C(=O)c2ccc(C)cc2)C(c2ccc(O)c(OC)c2)n2nnnc2N1 (centres undefined),-10%
Cc1nn(Cc2ccc(C(=O)NC3CCCCC3)o2)c(C)c1Br,-4%
CN(c1ccccc1)S(=O)(=O)c1cc(C(=O)N2CCN(c3ccccn3)CC2)ccc1Cl,-3%
CCOC(=O)C1CCCN(C(=O)c2ccc(OCC)cc2)C1 (centres undefined),-2%
O=C(Cn1nnc(-c2ccncc2)n1)N1CCc2ccccc21,0%
CCOCCc1nnc(NC(=O)c2ccc(OC)c(OC)c2)s1,-1%
Cc1ccc(CNC(=O)CN(C)S(=O)(=O)c2cccc3cccnc23)cc1,10%
Cc1ccc(Nc2oc(C)nc2C#N)cc1,-2%
O=C(NCc1cc(F)cc2c1OCCO2)[C@H]1C[C@@H]1[C@H](NP(=O)(c1ccccc1)c1ccccc1)c1ccccc1,-2%
Cc1cc2c(cc1C)NC(c1cccnc1)C1=C(CC(C)(C)CC1=O)N2 (centres undefined),-5%
Cc1ccc(S(=O)(=O)N(Cc2ccc(F)cc2)Cc2ccco2)cc1,-1%
CCOc1ccc(N2C(=O)CC(N3CCN(c4ccc(C(=O)c5ccncc5)cc4)CC3)C2=O)cc1 (centres undefined),-5%
O=C(CCCn1nnc(-c2cccnc2)n1)c1ccc(F)cc1,7%
Cc1ccc(NC(=O)CSCC(N)=O)cc1C,0%
COc1cccc(CNC2CCCC2)c1,6%
O=C(O)CSc1cc(-c2ccccc2)nc2ccccc12,-2%[5.75 µM]
CCOC(=O)c1cc(CN2CCOCC2)oc1-c1ccccc1,-6%
Cn1c(=O)n(CC(=O)Nc2cccnc2)c2ccccc21,-4%
NCCNS(=O)(=O)c1cccc2c(Cl)cccc12,-5%
O=C(c1ccco1)N1CCN(C2CCCC2)CC1,6%
CC1CCCCN1C(=O)CSc1nnc(-c2ccc(Cl)s2)o1 (centres undefined),-2%
COc1ccccc1CN(Cc1cc2cc(C)ccc2[nH]c1=O)Cc1nnnn1Cc1ccco1,-3%
Cc1cccc(C)c1N1C(=O)c2ccccc2C1=O,4%
CCn1c(SCC(=O)Nc2cccc(NC(=O)c3cccs3)c2)nnc1-c1ccncc1,-2%
CC1CCCCC1NC(=O)c1ccc(CNc2c(N3CCCC3)c(=O)c2=O)cc1 (centres undefined),4%
O=C(CSc1nc2cc(Cl)ccc2s1)NC(=O)NCc1ccco1,-5%
CC(C)[C@H](NC(=O)NCc1ccco1)C(=O)O,-2%
Cn1cc(Cl)c(C(=O)N(Cc2ccccc2)c2ccccn2)n1,21%

# (further entries)
SMILES,AmpC det inh
O=C(CN1CCOCC1)Nc1ccc(S(=O)(=O)N2CCCCCC2)cc1,-1%
O=C(NC1CCCCC1)N1CCC(c2nc3ccccc3[nH]2)CC1,0%
COCc1nc(-c2cc(OC)c(OC)c(OC)c2)no1,-1%
CCCOc1ccc(Cn2cnc3ccccc32)cc1,-4%
CCOC(=O)c1c(C)oc(NC(=O)COc2ccc(Cl)cc2C)c1C#N,-3%
COc1cc(N2CN=c3s/c(=C\c4ccccn4)c(=O)n3C2)cc(OC)c1OC,-2%
CCOc1ccccc1N1CCN(S(=O)(=O)c2cccs2)CC1,-4%

# Pulled by compound from the entries so far:
SMILES,AmpC det inh
CCOC(=O)C1CCCN(Cc2ccc3c(c2)OCO3)C1 (centres undefined),-3%
COc1cc2c(cc1OC)CN(Cc1cccs1)CC2,-1%

# Screening results from PubChem.

# The list is partial (hit frequency here may not be typical).
